Assay outcomes from PubChem.
Nrf2 block – Nrf2 qHTS screen for inhibitors. A549 ARE-Fluc reporter, luciferase luminescence, 18-24 h. Potency, µM (highest dose often 46 µM), for inactives: at the top dose activity change, negative = inhibition, usual class: inhibitors. hit rate 2.1% among 360,000; note: potency is the fitted concentration of half-maximal effect; % is set by controls: 0 for no effect and ±100 for the full control effect; nearly all actives have a fitted effect of over 60% in size
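In this cell-based qHTS, ARE-driven firefly luciferase in A549 cells reports Nrf2 activity; the luminescent signal after BugLite lysis is the measured value, with a prior CellTiter-Fluor read for cell health.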
A549 tox – Nrf2 qHTS screen for inhibitors: counterscreen for cytotoxicity; AID 504648, 2011; A549 ARE-Fluc cells, CellTiter-Fluor viability, 18-24 h; Potency, µM (highest dose often 46 µM), for the others: at the top dose activity change, negative = cytotoxicity, actives largely listed as inhibitors; hit rate 0.16% among 390,000; note: potency is the fitted concentration of half-maximal effect; % is set by controls: 0 for no effect and ±100 for the full control effect
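Cytotoxicity counterscreen: CellTiter-Fluor fluorescence was measured in A549 ARE_Fluc cells after 18-24 h of compound exposure in a concentration series. The subsequent BugLite luminescent read reports ARE-luciferase activity.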
CCT chaperon mod – High-Throughput Screening for Modulators of Cytosolic Chaperonin Activity. purified chaperonin ATPase assay, HTRF ADP detection, 30 min. activity change, % (test concentration not listed), hits read low. hit rate 0.3% among 360,000. AID 651819, 2012; in the data active = activity change below about -30%; note: % is set by controls: 0 for no effect and ±100 for the full control effect
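Enzyme 40 or 20 nM (batch-dependent) in Tris pH 7.4/KCl/MgCl2/DTT; cpd 76 uM single point; ATP 10 uM; 30 min 37 °C; Transcreener ADP HTRF detection, 30 min RT; ratio 665/615.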
TGFb inhibitor – qHTS for Inhibitors of TGF-b; HepG2 CAGA-GFP TGF-b/SMAD3 reporter, GFP fluorescence, 18 h; TGF-beta stimulated, 500 pg/mL final; Potency, µM (highest dose often 46.1 µM), for inactives: at the highest dose activity, negative = inhibition, most hits filed as inhibitors; hit rate 1.2% among 410,000; AID 588855, 2011; note: potency is the fitted concentration of half-maximal effect; % is set by controls: 0 for no effect and ±100 for the full control effect; nearly all actives have a fitted effect of over 65% in size
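HEPG2 CAGA-GFP reporter cells (1000/well, DMEM with 1% FBS) received compounds, then recombinant TGF-beta at 500 pg/mL final for 18 hours at 37 degrees C. Per-cell GFP summed per well was normalised to unstimulated and stimulated DMSO controls before curve fitting.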
Akt phos inh – HTS Assay for Inhibitors of Akt Phophorylation: Primary Screen; activity change, % for hits at 50 µM; AID 651550, 2012; hit rate 0.32% among 360,000; Neuro2A IGF-stimulated pAkt S473 HTRF, 20 min; active compounds read low; in the data active = activity change below about -80%; inconclusive = mostly about -51% to -80%; note: % is set by controls: 0 for no effect and ±100 for the full control effect
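Neuro2A cells (4,500/well, DMEM with 0.5% FBS) were treated with compound at a single 50 µM final concentration, stimulated with 6 nM IGF for 20 min at 37 °C, and lysed. Phospho-Akt Ser473 was read by HTRF as 665/615 ratio ×10^4.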
MmCpn inh – Inhibitors of TCP-1 ring complex (TRiC) of Methanococcus maripaludis (MmCpn): qHTS | Chaperonin Mm-Cpn (Methanococcus maripaludis) | Potency, µM (titrated, usually from 76.9 µM), for inactives: at the highest dose activity, negative = inhibition, usual class: inhibitors | hit rate 0.031% among 330,000 | AID 504842, 2011 | purified Mm-Cpn ATPase, ADP Transcreener TR-FRET; note: potency is the fitted concentration of half-maximal effect; % is set by controls: 0 for no effect and ±100 for the full control effect; nearly all actives have a fitted effect of over 80% in size
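Purified archaeal Mm-CPN (25nM final) preincubated 10 min at 37degC with compound, then 10uM ATP for 30 min at 37degC; ADP measured by HTRF Transcreener TR-FRET; buffer 30 mM TRIS pH 7.4, 100mM KCl, 5mM MgCl2, 1mM DTT.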
HepG2 viability – qHTS for Inhibitors of TGF-b: Cytotox Counterscreen. hit rate 0.76% among 410,000. HepG2 CAGA-GFP viability, ATP luminescence, 18 h. Potency, µM (doses to about 46.1 µM), inactives show at the top dose activity change, negative = cytotoxicity, most hits filed as cytotoxic. AID 588856, 2011; note: potency is the fitted concentration of half-maximal effect; some results filed as inactive show a strong effect at the top dose
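HepG2 CAGA-GFP cells (1000/well, DMEM with 1% FBS) received compound, then TGF-beta at 500 pg/mL final, and were incubated 18 hours at 37 degrees C. Viability was read by CellTiter-Glo luminescence. Media-only wells were set as complete cell-killing and DMSO as no toxicity.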
Nrf2 ARE act – qHTS of Nrf2 Activators. AREc32 ARE-luciferase reporter (MCF7-derived line), luminescence, 24 h. Potency, µM (highest dose often 46.1 µM), for inactives: at the highest dose activation, most hits filed as activators. hit rate 0.31% among 410,000; note: potency is the fitted concentration of half-maximal effect; % of control where 0% means no effect; nearly all actives have a fitted effect of over 65% in size
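AREc32_Fluc, 1000 cells/well, OPTI-MEM + 5% FBS, o/n 37 deg C 5% CO2; 23 nL cpd by pin tool, 24 hr; Steady-Glo 30 min RT, luminescence.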
Abeta rescue – qHTS for compounds that reverse cellular toxicity of Amyloid beta (A-beta) peptide in yeast: Primary Screen. hit rate 0.063% among 410,000. yeast expressing A-beta42, growth rescue, OD600, 48 h; response scale: 0% DMSO, 100% iron-clioquinol control. Potency, µM (titrated, usually from 46.1 µM), for the others: at the highest dose growth rescue, hits mostly activators; note: potency is the fitted concentration of half-maximal effect; nearly all actives have a fitted effect of over 55% in size
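Yeast A-beta toxicity model in growth medium with pinned compounds, 48 h at 30 C; growth read as absorbance at 600 nm. Normalized to FeCl3/clioquinol equimolar mix (positive) and DMSO (negative).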
An asterisk follows results filed as active; i = inactive; ? = inconclusive; / = no result given; [ ] = remark or other dose. Unless noted, calls come from the whole dose curve; as a rule, active = well fitted curve in the direction sought with a large enough effect; inconclusive = small, poorly fitted or top-dose-only effect, or another doubt; inactive = no such curve, though single readings can be large; an effect the other way counts as inactive or inconclusive.

(1) O=C(COC(=O)Cc1cccc(C(F)(F)F)c1)NCc1ccco1
(2) COc1ccc(OC)c(S(=O)(=O)N2CCC(C(=O)Nc3cc(C)ccc3C)CC2)c1
(3) COc1cccc(/C=C/c2nc3ccccc3c(=O)n2-c2ccc(C)c(C)c2)c1OC
(4) Cc1ccc(CNC(=O)c2cnn(-c3ccc(F)cc3F)c2C2CCN(C(=O)OC(C)(C)C)CC2)cc1
(5) Cc1cccc(OCC(O)CN2CCOCC2)c1 (centres undefined)
(6) C#CCN1C=CC(=O)[C@@H](OC(=O)Nc2ccc(Cl)cc2)[C@H]1c1ccccc1Br
(7) O=C(C1CC1)N1CCc2cc(S(=O)(=O)N3CCOCC3)ccc21
(8) C=CCOc1ccccc1OCC(O)CNC(C)C (centres undefined)

assay / compound,1,2,3,4,5,6,7,8
Nrf2 block,3%,?,/,16µM*,-20%,?,-24%,-22%
A549 tox,7%,-29%,?,?,0%,-2%,-3%,1%
CCT chaperon mod,1.3,2.0,/,/,-0.4,0.2,-2.0,2.1
TGFb inhibitor,-1%,-6%,?,?,4%,?,-2%,13%
Akt phos inh,i,i,/,/,i,i,i,i
MmCpn inh,0%,0%,/,/,1%,/,-3%,-1%
HepG2 viability,-11%,-21%,-22%,-5%,9%,-6%,2%,-6%
Nrf2 ARE act,7.0%,-0.4%,0.5%,-0.5%,0.1%,3.4%,0.6%,-0.8%
Abeta rescue,-8%,5%,-3%,4%,-5%,5%,14%,11%

(9) C=CCN1C(=O)c2ccc(C(=O)N(C)CC(=O)Nc3ccc(OCC)c(OCC)c3)cc2C1=O
(10) CCOC(=O)/C=C/COc1ccccc1[N+](=O)[O-]
(11) CCCc1cc(=O)oc2cc(C)cc(OCC(=O)Nc3cccnc3)c12
(12) COc1ccc(NC(=O)Cn2c3ncccc3c(=O)n2-c2ccc(C)c(C)c2)c(OC)c1
(13) O=C(NCC1CCCO1)c1onc(CSc2ccc(F)c(F)c2)c1C(=O)O (centres undefined)
(14) CCN(C(=O)Cc1nc(-c2ccc(OC)cc2)no1)c1cccc(Cl)c1
(15) N#Cc1ccc(COC(=O)CC(NC(N)=O)c2ccc(Cl)cc2)cc1 (centres undefined)
(16) COCCNC(=O)/C(C#N)=C/c1c(N2CCN(C)CC2)nc2c(C)cccn2c1=O

assay / compound,9,10,11,12,13,14,15,16
Nrf2 block,12%,26%,10%,18%,-1%,-22%,?,2%
A549 tox,-5%,1%,-11%,14%,0%,10%,-1%,-12%
CCT chaperon mod,-1.9,-1.0,2.1,/,2.0,/,-1.3,-2.0
TGFb inhibitor,-29%,-4%,-3%,4%,25%,-3%,3%,-19%
Akt phos inh,i,i,i,/,i,/,i,i
MmCpn inh,-1%,0%,-2%,/,0%,/,1%,-19%
HepG2 viability,0%,7%,2%,0%,0%,-13%,-2%,-1%
Nrf2 ARE act,0.2%,?,0.1%,2.8%,0.3%,-0.5%,-0.3%,2.3%
Abeta rescue,-1%,-10%,0%,-14%,-8%,-5%,9%,-4%

(17) C#CCn1cc(CNC[C@H]2O[C@@H](n3cnc4c(=O)[nH]c(N)nc43)[C@H](O)[C@@H]2O)c2ccccc21
(18) O=S(=O)(/N=C(/Nc1cccc2ccccc12)c1ccc(F)cc1)c1ccccc1
(19) COC(=O)c1ccc(OC)c(CSc2nnc(-c3ccc(C(C)(C)C)cc3)o2)c1
(20) C=C(C)COc1ccc(-c2[nH]ncc2Oc2cccc(OC)c2)c(O)c1
(21) COc1ccc(OC)c(CNC(=O)c2c(C)oc3ncn(C)c(=O)c23)c1
(22) CN(Cc1ccccc1)C(=O)COc1ccc(N(C)S(=O)(=O)c2ccc(F)cc2)cc1
(23) O=c1c2cc(C(F)(F)F)ccc2sn1-c1ccccc1
(24) Cc1ccc2nc(COc3cccc(NC(=O)c4cccc(Cl)c4)c3)cc(=O)n2c1

assay / compound,17,18,19,20,21,22,23,24
Nrf2 block,/,-24%,?,?,?,?,/,/
A549 tox,/,-8%,-15%,-16%,2%,-6%,/,-3%
CCT chaperon mod,1.4,0.5,-1.3,-0.5,/,3.6,0.1,/
TGFb inhibitor,-7%,3%,-8%,?,12%,-10%,-29%,27%
Akt phos inh,i,i,i,i,/,i,i,/
MmCpn inh,/,?,2%,1%,/,3%,/,/
HepG2 viability,-4%,-12%,-21%,18µM*,1%,6%,-38%,0%
Nrf2 ARE act,0.3%,2.2%,-0.5%,6.0%,0.4%,3.1%,-0.9%,-0.9%
Abeta rescue,2%,7%,2%,-94%[inhibitor],-9%,1%,-57%[inhibitor],12%

(25) C/C(=N\NC(=S)NCC(C)(C)C)c1cc(F)cc(F)c1O
(26) O=C(COC(=O)c1ccc(Cl)cc1[N+](=O)[O-])NNC(=O)c1cccs1
(27) CN(Cc1ccccc1)C(=O)c1cccc(NC(=O)Cc2ccc(NC(=O)C3CCCN(C(=O)c4ccccc4)C3)cc2)c1 (centres undefined)
(28) CC(C)(C)NC(=O)COC(=O)c1ccccc1Nc1ccc(SC(F)F)cc1
(29) CC1=C(C(=O)OC(C)C)C(c2ccc(Br)s2)NC(=O)N1C (centres undefined)
(30) CC(C)(C)n1nc2c(c1NC(=O)c1ccc(F)c(F)c1)CS(=O)(=O)C2
(31) CCN(CC(=O)Nc1ccccc1C(F)(F)F)C(=O)Cc1ccccc1
(32) COc1cc(/C=C2\SC(=O)N(CC(=O)Nc3ccccc3F)C2=O)cc(Cl)c1O

assay / compound,25,26,27,28,29,30,31,32
Nrf2 block,23µM*,-3%,11%,?,-21%,-3%,-6%,?
A549 tox,?,0%,-3%,-4%,0%,-12%,1%,-14%
CCT chaperon mod,-2.4,1.3,1.4,1.8,-4.9,0.7,-0.1,-1.9
TGFb inhibitor,?,12%,38%[activator],?,0%,-1%,-1%,34%[activator]
Akt phos inh,i,i,i,i,i,i,i,i
MmCpn inh,-5%,3%,/,-2%,-1%,-4%,-1%,1%
HepG2 viability,-13%,5%,0%,-10%,-22%,14%,12%,-21%
Nrf2 ARE act,10µM*,0.6%,3.2%,4.6%,2.9%,-0.4%,0.8%,0.1%
Abeta rescue,?,0%,3%,-8%,-20%,1%,15%,0%

By substructure, those above containing a furan ring, fused or not (2)
(1) O=C(COC(=O)Cc1cccc(C(F)(F)F)c1)NCc1ccco1
(21) COc1ccc(OC)c(CNC(=O)c2c(C)oc3ncn(C)c(=O)c23)c1

assay / compound,1,21
Nrf2 block,3%,?
A549 tox,7%,2%
CCT chaperon mod,1.3,/
TGFb inhibitor,-1%,12%
Akt phos inh,i,/
MmCpn inh,0%,/
HepG2 viability,-11%,1%
Nrf2 ARE act,7.0%,0.4%
Abeta rescue,-8%,-9%

Additional structures
(33) O=C(/C=C/c1ccccc1)NC(=S)Nc1ccccc1C(=O)NC1CCCCC1
(34) Cc1oc(-c2ccccc2Cl)nc1CS(=O)(=O)CC(=O)NC(C)CCc1ccccc1 (centres undefined)
(35) CNC(=O)c1c(NC(=O)c2cccc(N3C(=O)CCC3=O)c2)sc2c1CCC2
(36) Clc1cccc(CNc2ccn3nc(-c4cccs4)cc3n2)c1
(37) Cc1ccc(CSc2nnc(-c3ccco3)n2N)cc1
(38) Cc1nnc(C)n1N1C(=O)c2cccc3cccc(c23)C1=O
(39) C/C(CCC(C)C)=N\NC(=S)NCc1ccccc1
(40) Cc1cc([N+](=O)[O-])cc([N+](=O)[O-])c1NCC(C)C
(41) Cc1ccc(S(=O)(=O)Nc2cc3c(cc2C#N)OCO3)cc1C(N)=O
(42) O=C1Nc2c(c(=O)[nH]c(=O)n2-c2ccc(F)cc2)C1(NS(=O)(=O)c1ccccc1)C(F)(F)F (centres undefined)
(43) O=C(NCCCN1CCOCC1)c1ccc(CNS(=O)(=O)c2ccc(F)cc2)cc1

assay / compound,33,34,35,36,37,38,39,40,41,42,43
Nrf2 block,-28%,6%,0%,/,2%,3%,2%,-1%,-19%,1%,/
A549 tox,0%,-8%,0%,/,7%,0%,15%,?,0%,-5%,10%
CCT chaperon mod,-3.5,/,-0.5,-0.8,-1.2,1.8,-2.3,2.5,2.9,-2.4,-1.3
TGFb inhibitor,-15%,10µM*,-5%,0%,-9%,5%,0%,-6%,-2%,-2%,2%
Akt phos inh,i,/,i,i,i,i,i,i,i,i,i
MmCpn inh,1%,/,0%,/,0%,0%,0%,1%,2%,2%,0%
HepG2 viability,-2%,-14%,-34%,-13%,1%,18%,-16%,-7%,7%,7%,-11%
Nrf2 ARE act,-0.5%,-0.5%,-0.5%,1.2%[9.22 µM],-0.1%,-0.6%,0.5%,-0.7%,-0.6%,-0.4%,-0.1%
Abeta rescue,4%,-10%,8%,?,-2%,0%,?,-24%,-2%,-1%,-3%
